LYPLA2 inh – LYPLA2 inhibitors, primary screen, counter-screen for PME1 inhibitor project, biochemical, fluorescence polarization, FP-Rh probe ABPP. Acyl-protein thioesterase 2 (Homo sapiens), O95372. recombinant LYPLA2. inhibition, % at 5.9 µM. 0.38% of 320,000 active;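 active means inhibition above the screen-wide mean plus 3 SD, limit set per campaign, cut at about 26% in these data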;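 further: 0% = LYPLA2 with DMSO and 100% = wells lacking LYPLA2 enzyme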
PREPL inh – PREPL enzyme inhibitors, primary screen, biochemical, fluorescence polarization; recombinant PREPL, fluorescence polarization activity-based probe; inhibition, % at 5.96 µM; 0.68% of 320,000 active; in the data active means inhibition above about 43%;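 further: 0% = enzyme with DMSO and 100% = wells lacking enzyme; many of its hits are not listed in these tables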
Target sequence (Q4J6C6 whole entry, looked up): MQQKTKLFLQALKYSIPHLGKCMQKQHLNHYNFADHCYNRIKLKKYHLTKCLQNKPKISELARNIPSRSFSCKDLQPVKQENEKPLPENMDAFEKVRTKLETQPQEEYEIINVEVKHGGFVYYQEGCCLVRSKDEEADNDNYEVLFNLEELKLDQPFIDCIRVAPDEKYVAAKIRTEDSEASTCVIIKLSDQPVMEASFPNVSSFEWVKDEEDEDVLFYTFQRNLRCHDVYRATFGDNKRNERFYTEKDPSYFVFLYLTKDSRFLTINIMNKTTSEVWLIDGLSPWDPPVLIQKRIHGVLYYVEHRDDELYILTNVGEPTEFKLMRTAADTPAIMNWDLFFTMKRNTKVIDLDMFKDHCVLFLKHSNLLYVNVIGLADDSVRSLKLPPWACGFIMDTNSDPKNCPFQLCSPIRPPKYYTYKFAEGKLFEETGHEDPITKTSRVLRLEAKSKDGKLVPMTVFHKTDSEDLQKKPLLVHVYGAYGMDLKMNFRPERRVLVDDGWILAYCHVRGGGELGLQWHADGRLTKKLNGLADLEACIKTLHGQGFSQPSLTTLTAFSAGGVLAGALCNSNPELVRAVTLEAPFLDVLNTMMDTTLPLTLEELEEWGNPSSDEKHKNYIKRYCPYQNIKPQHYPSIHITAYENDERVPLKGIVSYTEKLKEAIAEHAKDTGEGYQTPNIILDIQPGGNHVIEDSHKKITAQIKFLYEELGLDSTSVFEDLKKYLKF
PAFAH1B3 inh – PAFAH1B3 enzyme inhibitors, primary screen, biochemical, fluorescence polarization, human. recombinant PAFAH1B3, FP-rhodamine probe. inhibition, % at 3.39 µM. 0.28% of 340,000 active;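 active means inhibition above the screen-wide average of all tested compounds plus 3 SD, cut at about 25% in these data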;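 further: 0% = enzyme with DMSO only and 100% = wells lacking PAFAH1B3 protein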
PAD4 FP inh – human PAD4 inhibitors, primary screen, biochemical, fluorescence polarization, 1536-well format; recombinant PAD4, RCA probe fluorescence polarization; inhibition, % at 6.36 µM; 0.41% of 330,000 active; AID 485272, 2010;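 active means percent inhibition above a cutoff equal to the mean of all tested compounds plus 3 SD, cut at about 15% in these data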;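 further: 0% = PAD4 with RCA probe and DMSO and 100% = probe without PAD4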
PAFAH1B2 FP inh – PAFAH1B2 enzyme inhibitors, primary screen, biochemical, fluorescence polarization, human. Platelet-activating factor acetylhydrolase IB subunit alpha2 (Homo sapiens), P68402. recombinant PAFAH1B2, FP-rhodamine activity probe. inhibition, % at 3.39 µM. 1.2% of 340,000 active. AID 492953, 2010;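 active means inhibition above the mean of all tested compounds plus 3 SD, cut at about 24% in these data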;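 further: 0% = enzyme with DMSO and 100% = wells lacking PAFAH1B2; many of its hits are not listed in these tables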
Target sequence (P68402 whole entry, looked up): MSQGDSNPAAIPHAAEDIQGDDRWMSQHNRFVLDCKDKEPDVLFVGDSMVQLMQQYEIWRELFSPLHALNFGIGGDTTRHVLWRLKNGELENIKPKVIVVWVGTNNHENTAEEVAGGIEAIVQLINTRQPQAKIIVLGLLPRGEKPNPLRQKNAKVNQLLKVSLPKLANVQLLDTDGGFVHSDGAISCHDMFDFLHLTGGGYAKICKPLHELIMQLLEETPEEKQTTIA
LYPLA1 counter – LYPLA1 inhibitors, primary screen, counter-screen for PME1 inhibitor project, biochemical, fluorescence polarization, FP-Rh probe ABPP; 0.16% of 320,000 active; recombinant LYPLA1; AID 2174, 2009; Acyl-protein thioesterase 1 (Homo sapiens), O75608; inhibition, % at 5.9 µM;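 active means inhibition above the mean of all tested compounds plus 3 SD, set per campaign, cut at about 14% in these data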;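 further: inhibitors block serine hydrolase probe labeling of LYPLA1 so polarization falls; 0% = enzyme with DMSO and 100% = wells lacking LYPLA1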
GSTO1 counter – inhibitors of recombinant GSTO1, primary screen, counter-screen for RBBP9 inhibitor project, biochemical, fluorescence polarization | activity-based probe fluorescence polarization | inhibition, % at 5.96 µM | 1.1% of 300,000 active;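 active means inhibition above the campaign mean inhibition plus 3 SD, cut at about 35% in these data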;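 further: 0% = GSTO1-1 with DMSO and 100% = wells lacking GSTO1-1 enzyme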
PME-1 primary – PME-1 inhibitors via competitive probe labeling, primary screen, biochemical, fluorescence polarization, FP-Rh probe, HTS. 0.53% of 320,000 active. inhibition, % at 5.9 µM. AID 2130, 2009. recombinant PME-1. Protein phosphatase methylesterase 1 (Homo sapiens), Q9Y570;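 active means inhibition above the campaign mean of all compounds plus 3 SD, cut at about 26% in these data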;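 further: competitive labeling of PME-1 active site by serine hydrolase directed probe; 0% = PME-1 with DMSO and 100% = wells lacking PME-1 enzyme; inhibitors block probe labeling so polarization falls and inhibition rises; many of its hits are not listed in these tables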
pPAFAH FP inh – pPAFAH enzyme inhibitors, primary screen, biochemical, fluorescence polarization, human; recombinant pPAFAH, FP-rhodamine probe fluorescence polarization; inhibition, % at 3.39 µM; 1.5% of 330,000 active; AID 463082, 2010;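 active means inhibition above the mean inhibition across the screen plus 3 SD, cut at about 25% in these data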;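 further: inhibitors block binding of the rhodamine activity-based probe so polarization drops; 0% = enzyme with DMSO and 100% = wells lacking pPAFAH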
* = called active by the depositor; · = no result given. This is a subset; rates above refer to the full screens.

Screens in order: LYPLA2 inh	PREPL inh	PAFAH1B3 inh	PAD4 FP inh	PAFAH1B2 FP inh	LYPLA1 counter	GSTO1 counter	PME-1 primary	pPAFAH FP inh
- CCOC(=O)c1cc(C)sc1NC(=O)CCC(=O)O
    2	4	10	9	3	-4	4	1	5
- O=C(OCCN1CCOCC1)C(c1ccccc1)c1ccccc1
    6	3	2	0	2	3	3	-2	1
- O=C(CSc1ncnc2c1oc1ccccc12)Nc1cccc(F)c1
    2	12	3	-3	2	3	-4	-8	-2
- CCC(=O)Nc1ccc(C(=O)NNC(=O)COc2cc(C)ccc2C)cc1
    2	-3	-5	1	0	1	-2	-7	3
- O=S(=O)(CCN1CCOCC1)c1ccc(Cl)cc1
    0	-6	8	-1	2	2	2	-1	3
- COc1ccc(C2C(C(=O)NC(C)C)c3ccccc3C(=O)N2C)cc1OC (configuration not stated)
    -6	6	0	-5	5	1	2	-2	4
- Cc1ccc(-n2[nH]c(C)c(C=Nc3ccc4[nH]c(=O)[nH]c4c3)c2=O)cc1
    -9	32	9	-1	5	-4	5	14	8
- O=C(CNC(=O)Cc1ccccc1)NCC(=O)OCc1ccc(C(=O)c2ccccc2)cc1
    6	-2	-1	0	1	0	5	-1	15
- CCOC(=O)C1=C(C)NC(=O)NC1c1cccc(O)c1 (configuration not stated)
    4	20	2	-2	-1	1	-4	3	1
- CCOc1cc(C(=O)NCCOC)cc(OCC)c1OCC
    1	-4	3	2	7	-2	3	3	-1
- CC1Oc2ccccc2OC1(O)c1ccccn1 (configuration not stated)
    1	1	2	-2	5	0	4	5	1
- COc1cccc(/C=C/C(=C2/C(=O)N(c3ccccc3)N=C2C)c2ccc(Br)cc2)c1OC
    0	-4	13	3	0	-1	5	-8	0
- COc1cccc(NC(=O)Nc2ccc(Cc3ccncc3)cc2)c1
    1	14	8	4	-2	-8	-10	-2	-1
- Cc1cc(C(C)(C)C)ccc1OCC(=O)N/N=C\c1c(C)n(C)n(-c2ccccc2)c1=O
    2	13	-1	-7	8	3	7	2	2
- COc1ccc(O)c(C(=O)c2cc(C#N)c(=O)n(-c3ccc(Cl)cc3)c2)c1
    5	-4	10	1	0	2	5	2	5
- CSCCC(=O)N1CCCC(CNC(=O)c2ccccc2Cl)C1 (configuration not stated)
    -8	-1	7	-1	6	-3	1	-1	2
- COc1ccccc1NC(=S)N1CCNC(=O)C1CC(=O)Nc1cccc(C)c1 (configuration not stated)
    5	6	8	-6	4	0	5	4	-2
- CN1CCN(NC(=S)NC(C)(C)CC(C)(C)C)CC1
    4	13	8	0	10	1	7	7	0
- CCC(=O)c1ccc(OCC(=O)OCC(=O)N(CCC#N)c2ccc3c(c2)OCCO3)cc1
    ·	11	3	5	-2	·	·	·	7
- CCOC(=O)c1cc(-c2ccccc2)n[nH]1
    -2	2	-4	0	2	-3	-9	-2	10
- CCOC(=O)N1CCC(N2Cc3cccc(C(=O)Nc4ccc(CC)cc4)c3C2=O)CC1
    -5	-7	5	14	-4	-4	-5	-5	3
- COc1ccc(-c2c3c(=O)n(C)c(=O)n(C)c3cn2Cc2cccnc2)cc1
    -2	-3	3	3	6	-1	5	-7	3
- COc1ccc(C(=O)NCC(=O)Nc2cccc(S(=O)(=O)N3CCCC3)c2)cc1
    ·	9	1	-1	0	·	·	·	-3
- Cc1ccc(S(=O)(=O)NC(=O)Nc2cc(C(C)(C)C)on2)cc1
    6	6	·	2	·	4	3	1	4
- CC(C)c1ccc(S(=O)(=O)c2n[nH]n3c2nc(=O)c2ccccc23)cc1
    -10	-6	-5	0	4	-5	-54	-6	-15
- COC(=O)c1cc(S(=O)(=O)NCC2CCN(Cc3cccc(F)c3)CC2)cn1C
    5	6	0	1	5	3	-2	-4	3
- COc1cc(C(=O)Oc2ccc(Br)cc2C(=S)N2CCOCC2)cc(OC)c1OC
    2	18	11	5	1	1	1	-1	12
- Cc1nc2ccccn2c1C(=O)N/N=C/c1cc(C)n(-c2ccc(Cl)cc2)c1C
    3	17	3	-2	3	-1	6	4	20
- COc1cc(NC(=O)Cc2cccs2)c(C(=O)O)cc1OC
    -3	-3	·	0	·	0	-4	-1	1
- CCSc1ccc(C(=O)NCC(=O)O)cc1
    6	20	6	3	5	2	9	2	0
- O=C1CC(c2ccc(Cl)cc2)CC(O)=C1C=NCc1ccc(Cl)c(Cl)c1 (configuration not stated)
    27*	4	3	-4	12	2	2	-2	5
- NC(=S)Nc1cc2ccccc2c2ccccc12
    2	-4	17	4	0	5	5	1	4
- CCC(=O)Nc1nnc(Sc2ccc(N(C)C)cc2)s1
    10	-4	3	2	4	-3	8	-10	5
- O=C1C2ON(c3ccccc3)C(c3cccnc3)C2C(=O)N1c1ccccc1 (configuration not stated)
    -2	-3	-3	-4	-1	-6	-4	0	3
- Cc1ccc(C(=O)N/C(=C\c2ccco2)C(=O)N2CCOCC2)cc1C
    2	11	-1	-5	3	1	-2	5	3
- COc1cc(-c2noc(C)c2-c2ccc(N(C)C)nc2)cc(OC)c1OC
    -10	2	8	-4	2	1	-2	2	7
- Oc1ccc(-c2[nH]ncc2-c2ccc(Cl)cc2)c(O)c1
    10	-21	-1	1	22	-1	-8	-4	6
- Cc1cc(C)c2c(N)c(S(=O)(=O)Cc3ccccc3)sc2n1
    8	-2	0	2	5	5	-1	4	1
- O=C(CSc1nc2nc(-c3cccs3)cc(C(F)(F)F)c2c(=O)[nH]1)C(F)(F)F
    -9	-17	1	0	-1	-3	8	0	-3
- CC(C)c1ccc(NC(=O)NC2CCCCC2)cc1
    0	-26	-1	2	1	-5	2	0	-3
- NC(=O)[C@@H]1CCNc2c(I)cc([N+](=O)[O-])cc2C(=O)N[C@@H](CCC(=O)O)C(=O)N[C@@H](CO)C(=O)N1
    4	-3	5	-1	5	0	4	0	1
- COc1ccc(CN(C)C(=O)CCN2C(=O)c3ccccc3C2=O)c(OC)c1OC
    2	5	1	6	2	3	7	-1	3
- COc1ccc(NC(=O)c2ccc(NC(=O)c3ccco3)cc2)c(OC)c1
    1	-6	7	-4	4	-3	-2	-4	0
- Cc1ccc2cc(CN(CC3CCCO3)C(=O)NC3CCCCC3)c(=O)[nH]c2c1C (configuration not stated)
    5	13	3	-3	-1	-3	-3	2	3
- Cc1ccc2[nH]c(-c3cccc(N)c3)cc2c1
    2	31	10	5	6	3	6	11	6
- O=C(CCCCCn1c(=S)[nH]c2cc3c(cc2c1=O)OCO3)N1CCN(C2CCCCC2)CC1
    -6	17	5	0	2	-7	-6	1	14
- Cn1c(SCc2ccc(Cl)cc2)nnc1C1CC1
    0	4	3	-2	11	0	-1	-2	0
- COc1cccc(-n2nc3c(=O)n(Cc4ccccc4Cl)nc(C)c3c2C)c1
    1	-8	8	1	3	-5	-2	-2	4
- Cc1cc(C(c2ccc(O)cc2)c2cc(C)c(O)cc2C)c(C)cc1O
    -3	-1	-3	3	1	-3	1	2	7
- CCC(=O)Nc1ccc(C(=O)NNC(=O)c2cc(OC)c(OC)c(OC)c2)cc1
    6	8	0	0	2	-4	12	-3	-1

Later entries
Screens in order: LYPLA2 inh	PREPL inh	PAFAH1B3 inh	PAD4 FP inh	PAFAH1B2 FP inh	LYPLA1 counter	GSTO1 counter	PME-1 primary	pPAFAH FP inh
- N#C/C(=C(/O)c1cc2ccccc2o1)c1nc2ccccc2s1
    -2	-5	9	-3	14	0	-10	9	21
- CC(=O)c1ccccc1NC(=O)Cn1c(=O)cnc2ccccc21
    2	-13	6	-1	-8	-3	-3	-9	3
- CC(C)N(Cc1cnn(C)c1)Cc1nc(-c2ccc(Cl)cc2)no1
    4	-10	-2	-4	1	3	0	1	5
- CCOC(=O)Cn1c(=O)c2c(nc(N3CCOCC3)n2C)n(C)c1=O
    -3	6	-7	-2	0	-3	-3	-3	2
- c1ccc2oc(-c3[nH]ncc3CN(Cc3ccncc3)CC3CCCO3)cc2c1 (configuration not stated)
    -2	21	-1	-2	-2	2	3	4	0
- O=C(COc1ccc(S(=O)(=O)N2CCOCC2)cc1)NCc1ccco1
    5	8	11	-2	6	3	-4	9	2
- O=c1[nH]c(C2CCN(S(=O)(=O)Cc3ccccc3)CC2)nc2c1nnn2Cc1ccccc1
    6	15	2	0	4	1	19	11	3
- Cc1cccc(NC(=O)C2CCN(S(=O)(=O)c3cccs3)CC2)n1
    -1	11	-5	3	1	0	5	13	-2
- COc1ccc(C2(C(=O)N3CCOCC3)CCOCC2)cc1OC
    2	1	0	-2	0	-1	-4	-3	2
- CC(NS(=O)(=O)c1ccc(F)cc1)C(=O)NCc1ccncc1 (configuration not stated)
    -3	5	9	-1	1	-1	8	-5	-2
- O=C(Nc1ccc(F)c(Cl)c1)c1cc(-c2ccco2)on1
    -10	-9	-3	-3	-3	-6	1	-1	7
- Cc1c(NC=C(C#N)C#N)c(=O)n(-c2ccccc2)n1C
    -1	4	7	-6	1	0	0	-4	0
- N/C(=N\NC(=O)c1cccs1)c1cc2cc(Cl)ccc2oc1=O
    7	11	3	1	-2	0	17	12	5
- Cc1ccc2cc(/C=C/C(=O)c3ccco3)c(Cl)nc2c1
    -3	1	·	1	·	-4	-5	2	4
- Cc1cnc(C(=O)Nc2cc(S(=O)(=O)N3CCOCC3)ccc2N2CCN(C)CC2)cn1
    -2	10	-1	-2	-8	0	3	-4	1
- O=C(CCc1c[nH]c2ccccc12)NC1CC1
    -5	-5	6	-5	0	-3	-1	1	0
- Oc1ccc(N=Nc2ccc3c(c2)OCCO3)c2ncccc12
    4	4	9	-4	5	-3	-47	4	28*
- Cc1nn(CC(=O)OCCOc2ccc(Br)cc2)c(C)c1[N+](=O)[O-]
    0	12	-5	-5	11	1	8	4	-2
- O/N=C/c1ccc2ccccc2c1
    4	-9	5	3	50*	1	8	2	0
- COC(=O)CSc1nnc(CNc2nc(-c3ccccc3)cs2)n1C
    -8	8	7	-2	3	-4	8	-1	9
- CCSc1ccc(/C(N)=N/OC(=O)c2cccs2)cn1
    0	0	1	0	2	-3	3	-16	4
- COc1ccc(/C=C2\SC(N3CCCCC3)=NC2=O)cc1OC
    1	14	6	0	3	0	-2	1	7
- O=C(O)c1ccc(CSCc2c(F)cccc2Cl)o1
    5	-1	10	-1	19	0	-5	1	5
- Cc1cc2c(cc1C)C(c1ccsc1)CC(=O)N2 (configuration not stated)
    -4	-7	-2	-1	3	-5	3	-3	6
- Cn1c(=O)c2c(nc(N3CCN(c4ccccn4)CC3)n2Cc2ccccc2Cl)n(C)c1=O
    1	5	-6	2	2	0	-4	0	1
- Cc1ccc2nc(NC(=O)c3ccc(-c4nc5ccccc5s4)s3)sc2c1
    0	14	2	2	-1	2	1	-4	-2
- COc1cc(CN2CCC(n3nccc3NC(=O)C3CCOC3)CC2)ccc1F (configuration not stated)
    5	6	12	1	-2	6	6	4	0

Assay outcomes as filed in PubChem.
